# Screens: PubChem, Broad Institute
# Pf Dd2 inh: inhibitors of Plasmodium falciparum Dd2 growth; P. falciparum Dd2 growth, SYBR Green, 72 h; hits give low values; AID 1159554; activity change, % at 10 µM; 2.3% of 94,000 active; in the data active means activity change below about -80%; inconclusive means no clear call, values can overlap the other calls
# C diff growth: C. difficile growth inhibition; Clostridium difficile clinical isolate growth, OD600, 24 h; hits give low values; growth activity, negative = inhibition, % at 16 µg/mL (by protocol); 0.25% of 86,000 active; AID 1259249;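 active means mean growth activity at or below -80% and every replicate also at or below -80%; inconclusive means mean at or below -80% but some replicate above -80%; inactive means mean growth activity above -80%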;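 further: 0% = DMSO wells and -100% = levofloxacin 16 µg/mL wells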
# KDM4C inh: KDM4C (human) demethylase inhibition. inhibition, % at 12.5 µM. GST-KDM4C 2-372, H3K9me3 peptide, LANCE TR-FRET. 0.15% of 96,000 active. AID 720574;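 active means mean replicate inhibition above about 25%, with at least 55% of replicates also reaching it, limit read from the data, passing the limit was not always enough; inconclusive means only one of those two conditions met; inactive means neither condition met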
# Target sequence (Q9H3R0 2-372 limits assumed): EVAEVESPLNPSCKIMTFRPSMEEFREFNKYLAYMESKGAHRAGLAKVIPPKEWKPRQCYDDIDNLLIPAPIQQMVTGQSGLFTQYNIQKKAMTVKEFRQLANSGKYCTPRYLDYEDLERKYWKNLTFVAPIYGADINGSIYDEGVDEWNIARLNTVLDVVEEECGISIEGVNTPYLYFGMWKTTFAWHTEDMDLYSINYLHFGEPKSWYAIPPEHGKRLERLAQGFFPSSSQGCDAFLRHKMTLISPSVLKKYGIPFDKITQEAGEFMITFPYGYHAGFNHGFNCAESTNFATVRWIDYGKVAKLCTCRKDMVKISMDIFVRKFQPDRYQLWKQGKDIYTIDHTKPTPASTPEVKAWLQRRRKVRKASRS
#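 Test system: N-terminal GST-fused human GASC-1 (KDM4C) fragment, residues 2-372; quantity: GASC-1 enzyme at 10 nM final in reaction; dosing: single dose; schedule: 30 min demethylation and 1 h detection at room temperature; signal: LANCE TR-FRET, excitation 340 nm, emissions 618 and 671 nm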
# T cruzi growth: T. cruzi proliferation inhibition; T. cruzi beta-gal in NIH3T3, GalScreen luminescence, 90 h; inhibition, % at 8.34 µM; 5.9% of 77,000 active; AID 624255;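 active means mean inhibition above about 93%, with at least 55% of replicates each passing it, limit read from the data, passing the limit was not always enough; inconclusive means only one of those two conditions holds; inactive means neither condition holds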
# Starred values were filed as active, the others as inactive; ? = inconclusive; . = not tested or not shown; & = joins results of further samples.
SMILES,Pf Dd2 inh,C diff growth,KDM4C inh,T cruzi growth
C[C@H](CO)N1C[C@H](C)[C@H](CN(C)Cc2ccc(Cl)c(Cl)c2)Oc2ccc(NS(=O)(=O)c3ccc(Cl)cc3)cc2C1=O,6,42,-2.6,65
C[C@H](CO)N1C[C@H](C)[C@@H](CN(C)Cc2ccc(C(=O)O)cc2)Oc2ccc(NC(=O)Nc3ccc4c(c3)OCO4)cc2C1=O,-7,-1,1.5,86
COc1ccc(NC(=O)Nc2ccc3c(c2)C(=O)N([C@@H](C)CO)C[C@@H](C)[C@H](CN(C)C(=O)Nc2ccc(OC)cc2)OCCCC[C@@H](C)O3)cc1,37,.,-0.2,3
O=C(C[C@H]1C[C@H]2c3cc(NC(=O)C4CCC4)ccc3O[C@H]2[C@H](CO)O1)NCc1ccc(Cl)cc1,-21,-3,-1.3,26
C[C@H]1CN([C@@H](C)CO)C(=O)c2c(c3ccccc3n2C)-c2ccccc2CO[C@@H]1CN(C)C(=O)NC1CCCCC1,-41,2,-0.8,-34
C[C@@H]1CN([C@H](C)CO)C(=O)c2cc(C#C[C@@H](C)O)cnc2O[C@@H]1CN(C)C(=O)c1ccc(F)cc1,45,0,-2.3,.
CCC(=O)NC[C@@H]1[C@@H](c2ccc(-c3cccc(F)c3)cc2)[C@@H](CO)N1CC1CC1,-36,-1,3.6,.
O=C(C[C@@H]1C=C[C@@H](NC(=O)c2ccccc2)[C@H](CO)O1)NCc1ccc(Oc2ccccc2)cc1,6,.,5.2,20
C[C@H]1CCCCO[C@@H](CN(C)C(=O)Nc2ccccc2)[C@@H](C)CN([C@@H](C)CO)C(=O)c2cc(NS(=O)(=O)c3cn(C)cn3)ccc2O1,7,2,-1.5,-11
COc1ccc(NC(=O)Nc2ccc3c(c2)CC(=O)N([C@H](C)CO)C[C@H](C)[C@H](CN(C)Cc2ccc(Oc4ccccc4)cc2)O3)cc1,-16,-1,-1.1,8
C[C@H]1CN([C@@H](C)CO)C(=O)Cc2cc(NS(=O)(=O)c3cn(C)cn3)ccc2O[C@H]1CN(C)Cc1ccc(-c2ccccc2)cc1,4,46,-0.9,57
O=C(Nc1ccc(Cl)c(Cl)c1)N[C@@H]1CC[C@H](CCNC(=O)c2ccc(F)cc2)O[C@H]1CO,-13,.,-1.0,-21

# (cont.)
SMILES,Pf Dd2 inh,C diff growth,KDM4C inh,T cruzi growth
Cc1ccc(S(=O)(=O)N(C)C[C@H]2OCCCC[C@H](C)Oc3ccc(NS(=O)(=O)c4ccc(F)cc4)cc3C(=O)N([C@H](C)CO)C[C@@H]2C)cc1,-49,-2,-0.2,103
CCCNC(=O)N1C[C@@H](C)[C@H](OC)CN(C)C(=O)c2ccc(NC(=O)C3CCC3)cc2OC[C@@H]1C,8,.,-2.2,?
O=C(C[C@H]1CC[C@H]2[C@@H](COC[C@H](O)CN2C(=O)c2cnccn2)O1)NCc1ccc(Cl)cc1,5,.,-3.4,27
CNC[C@@H]1OCCCC[C@H](C)Oc2ccc(NC(=O)Nc3ccc4c(c3)OCO4)cc2C(=O)N([C@@H](C)CO)C[C@H]1C,37,1,0.2,-17
CCCN(C)C[C@H]1Oc2cc(C3=CCCC3)ccc2S(=O)(=O)N([C@H](C)CO)C[C@@H]1C,-64,.,0.0,-5
C[C@H]1CN([C@@H](C)CO)C(=O)c2cc(C3=CCCC3)cnc2O[C@H]1CN(C)Cc1ccccn1,21,-3,3.8,-100
CC(C)NC(=O)N(C)C[C@@H]1Oc2ccc(NC(=O)NC3CCCCC3)cc2CC(=O)N([C@H](C)CO)C[C@@H]1C,13,-6,1.2,-5
Cc1noc(C)c1NC(=O)N(C)C[C@@H]1OCc2ccccc2-c2c(n(C)c3ccccc23)C(=O)N([C@H](C)CO)C[C@@H]1C,8,-2,0.5,-6
C[C@@H]1CN([C@@H](C)CO)C(=O)c2cc(NS(C)(=O)=O)ccc2O[C@@H](C)CCCCO[C@H]1CN(C)S(=O)(=O)c1ccc(Cl)cc1,-47,-1,-0.1,25
C[C@H]1CN([C@@H](C)CO)S(=O)(=O)c2ccc(-c3cccnc3)cc2O[C@H]1CN(C)C(=O)CN(C)C,25,2,-1.5,93
C[C@H](NC(=O)C[C@H]1CC[C@H]2[C@@H](COc3ccc(NC(=O)C4CCOCC4)cc3C(=O)N2C)O1)c1ccccc1,-30,1,0.7,4
C[C@@H]1CN([C@H](C)CO)C(=O)c2cc(NC(=O)Nc3ccc4c(c3)OCO4)ccc2O[C@@H](C)CCCCO[C@@H]1CN(C)C(=O)NC1CCCCC1,-33,-2,0.1,2

# Copied from the results shown, nine compounds:
SMILES,Pf Dd2 inh,C diff growth,KDM4C inh,T cruzi growth
Cc1ccc(S(=O)(=O)N(C)C[C@H]2OCCCC[C@H](C)Oc3ccc(NS(=O)(=O)c4ccc(F)cc4)cc3C(=O)N([C@H](C)CO)C[C@@H]2C)cc1,-49,-2,-0.2,103
CCCNC(=O)N1C[C@@H](C)[C@H](OC)CN(C)C(=O)c2ccc(NC(=O)C3CCC3)cc2OC[C@@H]1C,8,.,-2.2,?
O=C(C[C@H]1CC[C@H]2[C@@H](COC[C@H](O)CN2C(=O)c2cnccn2)O1)NCc1ccc(Cl)cc1,5,.,-3.4,27
CNC[C@@H]1OCCCC[C@H](C)Oc2ccc(NC(=O)Nc3ccc4c(c3)OCO4)cc2C(=O)N([C@@H](C)CO)C[C@H]1C,37,1,0.2,-17
CCCN(C)C[C@H]1Oc2cc(C3=CCCC3)ccc2S(=O)(=O)N([C@H](C)CO)C[C@@H]1C,-64,.,0.0,-5
C[C@H]1CN([C@@H](C)CO)C(=O)c2cc(C3=CCCC3)cnc2O[C@H]1CN(C)Cc1ccccn1,21,-3,3.8,-100
CC(C)NC(=O)N(C)C[C@@H]1Oc2ccc(NC(=O)NC3CCCCC3)cc2CC(=O)N([C@H](C)CO)C[C@@H]1C,13,-6,1.2,-5
Cc1noc(C)c1NC(=O)N(C)C[C@@H]1OCc2ccccc2-c2c(n(C)c3ccccc23)C(=O)N([C@H](C)CO)C[C@@H]1C,8,-2,0.5,-6
C[C@@H]1CN([C@@H](C)CO)C(=O)c2cc(NS(C)(=O)=O)ccc2O[C@@H](C)CCCCO[C@H]1CN(C)S(=O)(=O)c1ccc(Cl)cc1,-47,-1,-0.1,25

# Next section
SMILES,Pf Dd2 inh,C diff growth,KDM4C inh,T cruzi growth
C[C@@H]1CCCCO[C@@H](CN(C)Cc2ccc3c(c2)OCO3)[C@@H](C)CN([C@@H](C)CO)C(=O)c2cc(NC(=O)Cc3ccccc3)ccc2O1,-55,6,1.1,103
CO[C@H](CN(C)C(=O)c1ccc2c(c1)OCO2)[C@@H](C)CN([C@H](C)CO)S(=O)(=O)c1ccc(C)cc1,-1,.,4.3,-1
O=C(c1ccncc1)N1CC2(C1)[C@H](c1ccccc1)[C@H](CO)N2C(=O)CC1CC1,9,-9,0.3,.
COc1ccc2c3c([nH]c2c1)[C@@H](CO)N(Cc1cccc(F)c1)CC31CCN(CC2CC2)CC1,-80*,8,-0.2,.
C[C@H](CO)N1C[C@H](C)[C@@H](CN(C)C(=O)c2ccc3c(c2)OCO3)Oc2ncc(C3=CCCCC3)cc2C1=O,-66,-5,1.2,72
CN(C)C(=O)c1ccc(-c2ccccc2[C@H]2[C@H](C#N)N(C(=O)C3CCCC3)[C@H]2CO)cc1,-32,4,0.4,.
C[C@@H]1CN([C@@H](C)CO)C(=O)c2cccc(NS(=O)(=O)c3cn(C)cn3)c2O[C@H]1CN(C)C(=O)NC1CCCCC1,1,-4,0.4,-101
O=S(=O)(c1ccccc1F)N1CC[C@@H]2[C@@H](CO)Nc3ccc(C4=CCCCC4)cc3[C@@H]21,-32,1,0.0,-5
C[C@@H]1CN([C@@H](C)CO)S(=O)(=O)c2ccc(-c3ccc(C(=O)N(C)C)cc3)cc2O[C@@H]1CN(C)C(=O)C1CCCCC1,-67,3,-1.1,16
C[C@@H]1CN([C@@H](C)CO)C(=O)c2cc(NC(=O)c3ccncc3)ccc2O[C@@H]1CN(C)C(=O)Nc1ccc2c(c1)OCO2,9,.,-1.0,9
C[C@@H]1CN([C@H](C)CO)C(=O)Cc2cc(NC(=O)Cc3ccccc3)ccc2O[C@H]1CN(C)C(=O)Nc1ccccc1,-5,4,2.2,30
COc1ccc(CNC(=O)C[C@@H]2C[C@@H]3c4cc(NS(C)(=O)=O)ccc4O[C@@H]3[C@@H](CO)O2)cc1,-53,1,-2.2,18

# Later entries.
SMILES,Pf Dd2 inh,C diff growth,KDM4C inh,T cruzi growth
COCC(=O)Nc1ccc2c(c1)C(=O)N(C)C[C@H](OC)[C@@H](C)CN(Cc1ccccc1F)[C@H](C)CO2,-58,.,0.2,40
Cc1noc(C)c1NC(=O)N(C)C[C@H]1OCCCC[C@H](C)Oc2ccc(NS(=O)(=O)c3ccc(Cl)cc3)cc2C(=O)N([C@H](C)CO)C[C@@H]1C,-21,-9,-0.6,-31
COc1ccc(S(=O)(=O)N2CCCCN3[C@H](C2)[C@@H](c2ccc(C#CCC(C)C)cc2)[C@@H]3CO)cc1,-18,10,-0.4,65
O=C(O)C[C@@H]1C=C[C@H](NC(=O)CCN2CCCCC2)[C@H](CO)O1,5,-2,-0.4,.
COCC#Cc1ccc2c(c1)O[C@@H](CN(C)C(C)=O)[C@H](C)CN([C@H](C)CO)S2(=O)=O,39,3,3.4,-31
CCCN1[C@@H]2Cn3c(ccc(C4=CCCCC4)c3=O)[C@H]1[C@@H](C(=O)NCCc1ccncc1)[C@@H]2CO,46,-5,0.3,.
C[C@H](CO)N1C[C@H](C)[C@@H](CN(C)C)OCCCC[C@H](C)Oc2ccc(NS(=O)(=O)c3cn(C)cn3)cc2C1=O,19,4,0.9,77
C/C=C/c1ccc([C@@H]2[C@@H](C#N)N(c3nc(CC)cs3)[C@@H]2CO)cc1,6,1,-0.4,21
COc1ccc(NC(=O)Nc2ccc3c(c2)C(=O)N([C@@H](C)CO)C[C@H](C)[C@H](CN(C)Cc2ccccc2)OCCCC[C@H](C)O3)cc1,-53,0,-0.4,90
COc1ccc(S(=O)(=O)Nc2ccc3c(c2)C(=O)N([C@@H](C)CO)C[C@H](C)[C@H](CN(C)C)O3)cc1,2,2,2.4,-23
C/C=C/c1ccc([C@@H]2[C@H](CO)N(CCC(F)(F)F)C23CN(C(C)=O)C3)cc1,-1,-4,.,.
Cc1ccccc1-c1cnc2c(c1)C(=O)N([C@H](C)CO)C[C@@H](C)[C@@H](CN(C)C(=O)CC1CC1)O2,3,2,-3.4,.

# Later entries
SMILES,Pf Dd2 inh,C diff growth,KDM4C inh,T cruzi growth
CCCC#Cc1ccc([C@H]2[C@H]3CN(C(=O)c4ccc(F)cc4)CC(=O)N3[C@H]2CO)cc1,7,-1,-1.3,.
Cc1ccc(S(=O)(=O)N(C)C[C@H]2Oc3ccc(NC(=O)CCC(F)(F)F)cc3C(=O)N([C@@H](C)CO)C[C@@H]2C)cc1,-7,2,-2.1,34
O=C1CNC[C@@H]2[C@@H](c3ccc(C4=CCCC4)cc3)[C@@H](CO)N12,25,-4,0.1,.
COc1ccc(S(=O)(=O)Nc2ccc3c(c2)CC(=O)N([C@H](C)CO)C[C@H](C)[C@@H](CN(C)Cc2ccc(Oc4ccccc4)cc2)O3)cc1,-78,50,-2.9,-17
COc1ccc(S(=O)(=O)Nc2ccc3c(c2)C(=O)N([C@H](C)CO)C[C@H](C)[C@H](CN(C)S(=O)(=O)c2cccs2)O3)cc1,-34,3,-0.5,-3
COC(=O)C[C@@H]1CC[C@@H]2[C@H](COC[C@@H](O)CN2S(=O)(=O)c2ccccc2C)O1,8,-2,0.2,-15
O=C(C[C@@H]1C[C@H]2c3cc(NC(=O)Nc4ccccc4)ccc3O[C@H]2[C@H](CO)O1)NCc1cccnc1,17,-1,-0.7,-3
C[C@@H]1CN([C@@H](C)CO)C(=O)c2cccc(NC(=O)Nc3ccc4c(c3)OCO4)c2O[C@H]1CN(C)C(=O)Nc1ccccc1,3,1,-0.3,25
CO[C@H]1CN(C)C(=O)c2ccc(NC(=O)C3CCOCC3)cc2OC[C@H](C)N(Cc2nccs2)C[C@@H]1C,6,-7,-0.7,.
CCCN(C)C[C@H]1Oc2ncc(-c3ccccc3F)cc2C(=O)N([C@@H](C)CO)C[C@@H]1C,-62,8,-0.4,75
C[C@@H]1CN([C@H](C)CO)C(=O)c2cc(NC(=O)NC3CCCCC3)ccc2O[C@H]1CN(C)C,9,0,1.9,65
C[C@@H]1CN([C@@H](C)CO)C(=O)CCCn2nncc2CO[C@H]1CN(C)C(=O)c1ccccc1,6&3,.,-1.3,3&-10
COc1ccc(S(=O)(=O)Nc2ccc3c(c2)C(=O)N([C@@H](C)CO)C[C@@H](C)[C@@H](CN(C)Cc2ccc(C(F)(F)F)cc2)OCCCC[C@H](C)O3)cc1,-66,3,-1.9,67
COc1ccc(NC(=O)N[C@H]2C=C[C@H](CC(=O)NC3CCCCC3)O[C@@H]2CO)cc1,-3,.,0.0,12
